SIRT5 inh – sirtuin-5 (human) deacylase inhibition | Q9NXA8 | Purified SirT5, succinyl-peptide AMC, trypsin-coupled fluorescence | 330,000 tested, 1.1% active | inhibition, % at 15 µM; in the data active = inhibition above about 15%
Target sequence (Q9NXA8 whole entry, looked up): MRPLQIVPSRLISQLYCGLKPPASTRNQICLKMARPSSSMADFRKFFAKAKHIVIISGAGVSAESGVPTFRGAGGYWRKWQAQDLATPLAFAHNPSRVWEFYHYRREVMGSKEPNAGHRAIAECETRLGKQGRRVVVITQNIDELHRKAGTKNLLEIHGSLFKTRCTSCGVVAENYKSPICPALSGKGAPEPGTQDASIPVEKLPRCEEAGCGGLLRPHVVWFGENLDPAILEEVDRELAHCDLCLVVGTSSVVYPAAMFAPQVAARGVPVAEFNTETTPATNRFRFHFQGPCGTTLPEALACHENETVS
Cneo AK release – Cryptococcus neoformans lysis via adenylate kinase release | C. neoformans lysis, adenylate kinase release luminescence, 4 h; normalised: neutral wells 0, clomiphene wells 100 | lysis activity, % at 15 µM | 360,000 tested, 0.2% active;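 active = mean lysis activity across replicates of at least 80%, whatever share of replicates individually reach that level; inactive = mean lysis activity below 80%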
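Test system: log-phase Cryptococcus neoformans yeast cells. Input: 5 × 10^6 yeast cells/mL. Medium: fresh YPD growth medium. Doses: single dose. Incubation: static 4 h at 37 °C with compound, 1 h detection. Measured by: luminescent adenylate kinase detection reagent. Read-out: signal increase indicating cell lysis. Benchmarks: Clomiphene.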
miR122 inh – blocks miR-122 activity in Huh7 sensor cells; Huh7 miR-122 Renilla luciferase sensor, 48 h; neutral wells = 0, positive control = 100; activation (reporter increase), % at 12.5 µM; 340,000 tested, 0.3% active;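 active = mean replicate activation score at least 90 and every replicate individually at or above 90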;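 note: higher luciferase means less miR-122 activity so hits act as miR-122 inhibitors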
ARNT-TACC3 inh – disruptors of human ARNT/TACC3 interaction; inhibition, % at 9.99 µM; AlphaScreen His-ARNT PAS-B/GST-TACC3 binding, luminescence; TACC3 fragment carries E629A point mutation; 390,000 tested, 0.66% active; AID 623870;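 active = mean inhibition of replicates at least 50% and at least half of replicates each reaching 50%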;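 note: 0% = complete ARNT plus TACC3 wells and 100% = ARNT alone without TACC3; many hits fall short of the cut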
C2C12 statin – protects C2C12 myotubes from simvastatin toxicity; ATP luminescence, 48 h; scaled: DMSO 0, geranylgeraniol control 100; rescue of ATP level, % at 7.49 µM; 330,000 tested, 0.78% active; AID 602340;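 active = mean ATP rescue above about 67%, or every replicate alone reaching that limit, limit read from the data, passing the limit was not always enough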;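 note: myotubes were challenged with 10 µM simvastatin during compound exposure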
ERp5 inh – blocks human ERp5 reductase activity on insulin | inhibition, % at 9.99 µM | 350,000 tested, 0.05% active | ERp5 insulin aggregation, absorbance 650 nm, 90 min | Q15084;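 active = mean replicate inhibition above about 25%, with every replicate also reaching it, limit read from the data, passing the limit was not always enough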
Target sequence (Q15084 whole entry, looked up): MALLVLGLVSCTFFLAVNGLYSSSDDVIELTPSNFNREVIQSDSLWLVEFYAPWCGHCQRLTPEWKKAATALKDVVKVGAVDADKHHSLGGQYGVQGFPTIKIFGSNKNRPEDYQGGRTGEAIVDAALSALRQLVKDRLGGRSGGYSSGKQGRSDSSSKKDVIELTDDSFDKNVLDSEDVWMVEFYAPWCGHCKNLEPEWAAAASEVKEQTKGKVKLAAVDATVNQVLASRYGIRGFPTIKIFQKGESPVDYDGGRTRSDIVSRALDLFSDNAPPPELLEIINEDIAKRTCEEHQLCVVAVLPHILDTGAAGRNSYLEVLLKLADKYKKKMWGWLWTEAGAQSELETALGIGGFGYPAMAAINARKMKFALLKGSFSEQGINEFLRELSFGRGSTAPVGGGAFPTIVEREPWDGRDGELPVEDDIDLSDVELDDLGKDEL
esBAF inh – blocks esBAF chromatin remodeling in mouse ES cells; Bmi1-luciferase knock-in reporter, 24 h; 100% = twice the neutral-well signal; reporter increase, % at 12.5 µM; 350,000 tested, 2% active; AID 602393; in the data active = activation above about 40%;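 note: 0% = median of the plate's neutral control wells and 100% = double that signal; a rise in the Bmi1 reporter signal indicates esBAF inhibition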
* = called active by the depositor; [ ] = dose if it differs, or a comment.

How did CNC(CC(C)C)C(=O)NC1C(=O)NC(CC(N)=O)C(=O)NC2C(=O)NC3C(=O)NC(C(=O)NC(C(=O)O)c4cc(O)cc(O)c4-c4cc3ccc4O)C(O)c3ccc(c(Cl)c3)Oc3cc2cc(c3OC2OC(CO)C(O)C(O)C2OC2CC(C)(N)C(O)C(C)O2)Oc2ccc(cc2Cl)C1O (stereo unspecified) do in these assays?
SIRT5 inh: 0; Cneo AK release: 3; miR122 inh: -3; ARNT-TACC3 inh: 2; C2C12 statin: 6; ERp5 inh: -6; esBAF inh: -1

Results for O=C(COC(=O)CSc1ccc([N+](=O)[O-])cc1)NC1CCCCCCC1 ?
SIRT5 inh: 3; Cneo AK release: 5; miR122 inh: -3; ARNT-TACC3 inh: -1; C2C12 statin: -1; ERp5 inh: 1; esBAF inh: -2

Results for CO[C@H]1CN(C)C(=O)c2cc(NC(=O)Nc3cccc(F)c3)ccc2OC[C@H](C)NC[C@H]1C ?
SIRT5 inh: -13; Cneo AK release: -2; miR122 inh: 4[16.7 µM]; ARNT-TACC3 inh: 1; C2C12 statin: -9; ERp5 inh: 7; esBAF inh: -1

How did CO[C@H]1CN(C)C(=O)c2ccc(NC(=O)c3ccccc3F)cc2OC[C@H](C)N(C(=O)c2ccccc2F)C[C@@H]1C do in these assays?
SIRT5 inh: 2; Cneo AK release: -4; miR122 inh: -9[16.7 µM]; ARNT-TACC3 inh: -4; C2C12 statin: 3; ERp5 inh: -1; esBAF inh: -8

What do the screens show for `O=C(NCC1CCN(Cc2ccccc2F)CC1)Nc1cccc(Br)c1`?
SIRT5 inh: -2; Cneo AK release: 0; ARNT-TACC3 inh: -16; C2C12 statin: 8; ERp5 inh: 7; esBAF inh: -6

What do the screens show for `COC(=O)c1cccc(C23CC4(C2)[C@H](CN(C)[C@@H]4c2ccccc2)C3c2ccc(C(F)(F)F)cc2)c1` (stereo partly specified)?
Cneo AK release: -3; miR122 inh: -3; ARNT-TACC3 inh: -1; C2C12 statin: 9; ERp5 inh: -4; esBAF inh: -10

How did COc1cccc(/C=C2\SC(=S)N(C(C)C(=O)NC3C=CS(=O)(=O)C3)C2=O)c1 (stereo unspecified) do in these assays?
SIRT5 inh: 2; Cneo AK release: 1; miR122 inh: -6; ARNT-TACC3 inh: 7; C2C12 statin: 5; ERp5 inh: 3; esBAF inh: -5

Results for O=C(CSc1nnc(NC(=O)c2ccco2)s1)NC1CCCC1 ?
Cneo AK release: 0; miR122 inh: 3; ARNT-TACC3 inh: 0; C2C12 statin: 1; esBAF inh: 5

What do the screens show for `O=C(Nc1cccc(-c2cccc(Cl)c2)c1)C1CCN(Cc2nccs2)CC1`?
Cneo AK release: 1; miR122 inh: -3; C2C12 statin: -10; ERp5 inh: 2; esBAF inh: 4

Results for CC(=O)Nc1ccc(NC(C)=O)c(NC2OCC(O)C(O)C2O)c1 (stereo unspecified) ?
SIRT5 inh: -5; ARNT-TACC3 inh: -5; ERp5 inh: 3

By substructure, those above containing a halogen (6)
How did CNC(CC(C)C)C(=O)NC1C(=O)NC(CC(N)=O)C(=O)NC2C(=O)NC3C(=O)NC(C(=O)NC(C(=O)O)c4cc(O)cc(O)c4-c4cc3ccc4O)C(O)c3ccc(c(Cl)c3)Oc3cc2cc(c3OC2OC(CO)C(O)C(O)C2OC2CC(C)(N)C(O)C(C)O2)Oc2ccc(cc2Cl)C1O (stereo unspecified) do in these assays?
SIRT5 inh: 0; Cneo AK release: 3; miR122 inh: -3; ARNT-TACC3 inh: 2; C2C12 statin: 6; ERp5 inh: -6; esBAF inh: -1

Results for CO[C@H]1CN(C)C(=O)c2cc(NC(=O)Nc3cccc(F)c3)ccc2OC[C@H](C)NC[C@H]1C ?
SIRT5 inh: -13; Cneo AK release: -2; miR122 inh: 4[16.7 µM]; ARNT-TACC3 inh: 1; C2C12 statin: -9; ERp5 inh: 7; esBAF inh: -1

How did CO[C@H]1CN(C)C(=O)c2ccc(NC(=O)c3ccccc3F)cc2OC[C@H](C)N(C(=O)c2ccccc2F)C[C@@H]1C do in these assays?
SIRT5 inh: 2; Cneo AK release: -4; miR122 inh: -9[16.7 µM]; ARNT-TACC3 inh: -4; C2C12 statin: 3; ERp5 inh: -1; esBAF inh: -8

What do the screens show for `O=C(NCC1CCN(Cc2ccccc2F)CC1)Nc1cccc(Br)c1`?
SIRT5 inh: -2; Cneo AK release: 0; ARNT-TACC3 inh: -16; C2C12 statin: 8; ERp5 inh: 7; esBAF inh: -6

What do the screens show for `COC(=O)c1cccc(C23CC4(C2)[C@H](CN(C)[C@@H]4c2ccccc2)C3c2ccc(C(F)(F)F)cc2)c1` (stereo partly specified)?
Cneo AK release: -3; miR122 inh: -3; ARNT-TACC3 inh: -1; C2C12 statin: 9; ERp5 inh: -4; esBAF inh: -10

What do the screens show for `O=C(Nc1cccc(-c2cccc(Cl)c2)c1)C1CCN(Cc2nccs2)CC1`?
Cneo AK release: 1; miR122 inh: -3; C2C12 statin: -10; ERp5 inh: 2; esBAF inh: 4

(next part)
Results for [O-]/[N+](=C/c1ccccc1)c1ccccc1 ?
Cneo AK release: -1; miR122 inh: 1; ARNT-TACC3 inh: 3; C2C12 statin: 8; ERp5 inh: -2; esBAF inh: 19

How did CCOc1ccc(NC(=O)CN(C)C(=O)c2ccccc2OCCOc2ccccc2)cc1OCC do in these assays?
SIRT5 inh: 5; Cneo AK release: -1; miR122 inh: 6; ARNT-TACC3 inh: 6; C2C12 statin: -13; ERp5 inh: 0; esBAF inh: -2

Results for Cc1cc(C)c2cc(C(=O)N3CCC(Cc4ccccc4)CC3)[nH]c2c1 ?
Cneo AK release: -1; miR122 inh: -2; ARNT-TACC3 inh: -8; C2C12 statin: 10; ERp5 inh: 5; esBAF inh: 8

Results for C[C@H](CO)N1C[C@H](C)[C@H](CN(C)S(C)(=O)=O)OCCCC[C@H](C)Oc2ccc(NS(=O)(=O)c3ccccc3)cc2C1=O ?
SIRT5 inh: 2; Cneo AK release: 0; miR122 inh: 9[16.7 µM]; ARNT-TACC3 inh: -5; C2C12 statin: 4; ERp5 inh: 15; esBAF inh: -5

Results for C[C@H]1CN([C@@H](C)CO)C(=O)c2cc(NC(=O)Cc3cn(C)c4ccccc34)ccc2O[C@@H]1CN(C)Cc1ccc2c(c1)OCO2 ?
SIRT5 inh: -3; Cneo AK release: 5; miR122 inh: 8[16.7 µM]; ARNT-TACC3 inh: 9; C2C12 statin: 15; ERp5 inh: 4; esBAF inh: -2

What do the screens show for `Cc1onc(-c2ccccc2)c1C(=O)OCC(=O)NC(=O)c1ccccc1`?
SIRT5 inh: -1; ARNT-TACC3 inh: 1; C2C12 statin: 9; ERp5 inh: 0; esBAF inh: 2

Results for Cc1nc(NNC(=O)c2ccc([N+](=O)[O-])cc2)cc(-c2ccccc2)n1 ?
SIRT5 inh: -1; Cneo AK release: 2; miR122 inh: -10; ARNT-TACC3 inh: 4; ERp5 inh: -5

What do the screens show for `Cc1c(NC(=S)N/N=C\c2ccccc2O)c(=O)n(-c2ccccc2)n1C`?
SIRT5 inh: 3; ARNT-TACC3 inh: 66*; ERp5 inh: -1

Results for CCCN(C)C[C@H]1Oc2cc(C#CC(C)C)ccc2S(=O)(=O)N([C@H](C)CO)C[C@H]1C ?
SIRT5 inh: 10; Cneo AK release: 2; miR122 inh: 26[16.7 µM]; ARNT-TACC3 inh: 31; C2C12 statin: 6; ERp5 inh: 3; esBAF inh: 1

Results for O=c1cc(NCCCO)c2ccccc2o1 ?
Cneo AK release: -3; miR122 inh: -1; ARNT-TACC3 inh: -12

How did N#CC1=C(N)Oc2cc(N)ccc2C1c1ccccc1F (stereo unspecified) do in these assays?
SIRT5 inh: -3; Cneo AK release: 0; miR122 inh: 4; ARNT-TACC3 inh: -8; C2C12 statin: -46; ERp5 inh: 4; esBAF inh: 1

Results for CN1CCN(C(=O)C[C@H]2C[C@@H]3c4cc(NC(=O)C5CCOCC5)ccc4O[C@@H]3[C@@H](CO)O2)CC1 ?
SIRT5 inh: -3; Cneo AK release: -9; miR122 inh: -9[16.7 µM]; ARNT-TACC3 inh: -7; C2C12 statin: 7; ERp5 inh: 6; esBAF inh: 5

How did Cc1nn(C)c(C)c1/C=C(\C#N)S(=O)(=O)c1ccc(F)cc1 do in these assays?
Cneo AK release: 7; miR122 inh: 1; C2C12 statin: 4; ERp5 inh: 1; esBAF inh: 0

How did Cc1c(N=N/C(C(=O)Nc2ccccc2)=C(/O)c2ccccc2)c(=O)n(-c2ccccc2)n1C do in these assays?
SIRT5 inh: -2; ARNT-TACC3 inh: -5; ERp5 inh: -4

What do the screens show for `O=C1CCN(S(=O)(=O)c2ccccc2)N1`?
Cneo AK release: -2; miR122 inh: -4; ARNT-TACC3 inh: -5; C2C12 statin: 3; esBAF inh: 4

What do the screens show for `COc1cc(/C=N/NC(=O)c2ccccn2)ccc1OC(=O)c1ccc(Br)cc1`?
SIRT5 inh: -2; Cneo AK release: 0; ARNT-TACC3 inh: -1; ERp5 inh: 8

Results for Cc1ccc(-c2cc3nc(C)cc(NCc4ccco4)n3n2)cc1 ?
Cneo AK release: -2; miR122 inh: 17; ARNT-TACC3 inh: 4; C2C12 statin: -96; esBAF inh: 3

What do the screens show for `Cc1cc(C)c[n+](CC(=O)c2ccccc2)c1`?
SIRT5 inh: -2; Cneo AK release: -2; miR122 inh: 2; ARNT-TACC3 inh: 29; C2C12 statin: -1; ERp5 inh: 1; esBAF inh: -8

Results for Cc1ccccc1NC(=S)N(Cc1ccco1)C(C)c1cccs1 (stereo unspecified) ?
SIRT5 inh: -1; Cneo AK release: 5; miR122 inh: -12; ARNT-TACC3 inh: -9; C2C12 statin: 1; ERp5 inh: 0; esBAF inh: 3

How did C/C=C/c1ccc([C@@H]2[C@H](CO)N(C(C)=O)[C@H]2CNC(=O)c2ccncc2)cc1 do in these assays?
SIRT5 inh: -1; Cneo AK release: -3; miR122 inh: -12[16.7 µM]; ARNT-TACC3 inh: 2; C2C12 statin: 13; ERp5 inh: 1; esBAF inh: 1

Results for CC(/C=C1\SC(=O)N(CC(=O)Nc2ccc(O)cc2)C1=O)=C\c1ccccc1 ?
SIRT5 inh: -1; Cneo AK release: -2; miR122 inh: -4; ARNT-TACC3 inh: -11; ERp5 inh: -2

What do the screens show for `CCOc1ccc(NC(=O)C(C)Sc2nnc(C)n2C)cc1` (stereo unspecified)?
SIRT5 inh: -3; Cneo AK release: 7; miR122 inh: -2; C2C12 statin: -8; ERp5 inh: 6; esBAF inh: 5

How did CO[C@H]1CN(C)C(=O)c2cc(NC(=O)NC(C)C)ccc2OC[C@H](C)N(Cc2ccccc2)C[C@@H]1C do in these assays?
SIRT5 inh: 2; Cneo AK release: 1; ARNT-TACC3 inh: 2; C2C12 statin: -28; ERp5 inh: -1; esBAF inh: 6

How did O=C(NCc1ccco1)c1cnn2c(C(F)F)cc(-c3ccccc3)nc12 do in these assays?
Cneo AK release: 3; miR122 inh: -1; ARNT-TACC3 inh: 9; C2C12 statin: -14; esBAF inh: -13

Screening results: PubChem, Broad Institute
